TCR activator: activators of T cell receptors | primary human leukocytes, anti-CD3, IL-2 HTRF, 48 h | Potency, µM (doses to about 9.22 µM), without a hit: top-dose activation of IL-2 secretion, actives largely listed as activators | AID 504894 | 330,000 tested, under 10 active; further: % of control where 0% means no effect
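Readout: HTRF IL-2, Eu-cryptate/d2 antibody pair, 320nm excitation, 665nm emission. Stimulus: a-CD3 beads, no co-stimulation. Cells: primary human leukocytes. Exposure: 48 hr with compound.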
ELG1 DNA repair: blocks ELG1-dependent DNA repair in HEK293T cells | Potency, µM (top dose mostly 46.1 µM), inactives show at the highest dose activity change, negative = inhibition, usual class: inhibitors | HEK293T ELG1-luciferase reporter, luminescence, 16 h; DNA damage induced by 5-fluorouridine | 330,000 compounds, 2.3% hits; further: potency means the concentration at half of the fitted maximal effect; on the % scale 0 is the no-effect control and ±100 the full control effect; nearly all actives have a fitted effect of over 55% in size
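5-Fluorouridine DNA damage + compound/DMSO, 2,000 cells/well, 16 h, 37 °C/5% CO2. ONE-Glo, 30 min RT, luminescence. Readout = decrease in reporter signal.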
TRPV1 ag: activates the human vanilloid receptor TRPV1 | Q8NER1 | TRPV1-expressing cells, Fluo-8 calcium influx, agonist mode | activation, % at 8.33 µM | 320,000 compounds, 0.19% hits | AID 540275; in the data active means activation above about 80%; inconclusive means between about 30% and that limit; further: 0% is about no effect
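Fluo-8 calcium influx in TRPV1-expressing cells, kinetic read (ex 480/em 520 nm). Compound added and read 3 min for agonist activity, followed by capsaicin at EC20 final and 2 min further read for enhancement.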
AT treatment: potential ataxia-telangiectasia treatment. Potency, µM (titrated, usually from 57.5 µM), for the others: top-dose activation, actives largely listed as activators. 320,000 compounds, 0.19% hits. […] A-T fibroblasts, KAP-1 phosphorylation AlphaLISA; neocarzinostatin DNA damage 30 min before lysis; further: potency means the concentration at half of the fitted maximal effect; % of control where 0% means no effect; nearly all actives have a fitted effect of over 45% in size
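hTERT-immortalized A-T patient fibroblasts ([…]), 500 cells/well in OPTI-MEM, 1% FBS, got compounds for 60 min, then NCS for 30 min at 37C. Lysates were then assayed for phospho-KAP-1 by AlphaLISA (anti-pKAP1 donor, anti-KAP1 acceptor beads), 6 hr at 25C.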
CXXC DNA block: MLL CXXC-DNA interaction inhibition; Q03164; MLL-CXXC / FITC-HOXA9 DNA fluorescence polarization; Potency, µM (highest dose often 115 µM), for the others: at the highest dose activity change, negative = inhibition, hits mostly inhibitors; 290,000 compounds, 0.037% hits; active means well fitted inhibition curve with a large enough effect in the polarisation, with a control signal flat, not every such curve was filed as active; inconclusive means small, poorly fitted or top-dose-only effect, or effect the other way, or a change in a side signal; inactive means no such curve, though single readings can be large or run the other way; the % refers to the polarisation; further: potency means the concentration at half of the fitted maximal effect
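Purified MLL-CXXC (added from a 7 uM solution) was preincubated 5 min at ambient with pinned compounds in 50 mM Tris-HCl pH 7.5, 50 mM NaCl, 1 mM DTT, 0.05% BSA. Fluorescein-labeled HOX-A9 DNA (50 nM solution) followed, 30 min, then polarization read.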
p53 reactivation: restores transcriptional activity of mutant p53; H1299 p53-A138V BP100-luciferase reporter, luminescence, 24 h; Potency, µM (doses to about 92.2 µM), without a hit: at the highest dose activity change, positive = activation, hits mostly activators; 320,000 compounds, 0.063% hits; AID 504706; further: potency means the concentration at half of the fitted maximal effect; % of control where 0% means no effect; nearly all actives have a fitted effect of over 45% in size
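H1299 (p53-null), stable ts p53-A138V + BP100-Luc; 1000 cells/well, Opti-MEM/10% FBS; cpd 4 pt, 1:5; 24 h, 37 deg C, 5% CO2; detection reagent 10 min RT; luminescence.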
PTAP TSG101 blk: blocks PTAP/TSG101 interaction to inhibit HIV-1 budding; Q99816; Fluorescence polarization, FITC-PTAP peptide / Tsg101 binding; Potency, µM (top dose mostly 115 µM), inactives show at the highest dose activity change, negative = inhibition, actives largely listed as inhibitors; 340,000 tested, under 10 active; AID 493005; active means well fitted inhibition curve with a large enough effect in the main read-out, with a control signal flat, not every such curve was filed as active; inconclusive means small, poorly fitted or top-dose-only effect, or effect the other way, or a change in a side signal; inactive means no such curve, though single readings can be large or run the other way; further: potency means the concentration at half of the fitted maximal effect; % of control where 0% means no effect
Target sequence (Q99816 whole entry, looked up): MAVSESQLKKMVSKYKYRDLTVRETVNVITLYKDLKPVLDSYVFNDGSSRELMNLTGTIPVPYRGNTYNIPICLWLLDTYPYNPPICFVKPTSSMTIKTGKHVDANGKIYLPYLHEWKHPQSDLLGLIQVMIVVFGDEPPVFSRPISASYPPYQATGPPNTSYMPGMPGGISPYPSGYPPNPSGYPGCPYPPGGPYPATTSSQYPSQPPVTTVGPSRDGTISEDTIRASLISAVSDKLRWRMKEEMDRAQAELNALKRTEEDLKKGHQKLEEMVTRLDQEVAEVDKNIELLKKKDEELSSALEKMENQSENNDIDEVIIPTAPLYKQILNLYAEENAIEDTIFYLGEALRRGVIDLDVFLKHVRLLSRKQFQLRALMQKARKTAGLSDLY
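FP read-out: FITC-PTAP peptide, 50 nM final, binding Tsg101 binding domain, 10 uM final; 20 min, r.t.; 10 mM HEPES pH 7.5, 0.15 M NaCl, 0.01% Tween 20, 3 mM EDTA, 0.1 mM TCEP.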
Integrin act MD: activates integrin-mediated alleviation for muscular dystrophy | 350,000 compounds, 0.064% hits | AID 624291 | Potency, µM (series often up to 38.3 µM), for the others: at the top dose activation, hits mostly activators | alpha7betagal myoblasts, beta-gal FDG fluorescence, 48 h;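 further: potency means the concentration at half of the fitted maximal effect; 100% = response of the positive control SU9516; nearly all actives have a fitted effect of over 60% in size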
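Alpha7betagal+/- myoblasts (passage 13) were plated 16-24 hr, then exposed to compounds (1:260 dilution of DMSO stock) for 48 hours at 37C. After MPER lysis, β-galactosidase reporter activity was read as FDG fluorescence (ex 480/em 540) after 30 minutes.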
BRCA1 expr up: increases BRCA1 expression | MCF7-BRCA1-FFLuc reporter, luminescence, 48 h; response scale: scaled: vehicle 0%, 10 µM genistein 100% | Potency, µM (highest dose often 46.1 µM), inactives show top-dose activation, actives largely listed as activators | 380,000 compounds, 1.1% hits | AID 624202; further: potency means the concentration at half of the fitted maximal effect; nearly all actives have a fitted effect of over 80% in size; some results filed as inactive show a strong effect at the top dose
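48 h compound treatment of MCF7-BRCA1-FFLuc cells (phenol-red free MEM, 37 °C), then 15 min with luciferase substrate and luminescence imaging.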
B2AR arrestin: agonists driving beta-arrestin recruitment to human beta2-adrenergic receptor; P07550; beta-arrestin recruitment to beta2AR, cell-based reporter; Potency, µM (titrated, usually from 46.1 µM), for inactives: top-dose activation, hits mostly activators; 330,000 compounds, 0.02% hits;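 further: potency means the concentration at half of the fitted maximal effect; 0% = DMSO controls and full agonism = EC100 isoproterenol or metaproterenol; nearly all actives have a fitted effect of over 65% in size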
Target sequence (P07550 whole entry, looked up): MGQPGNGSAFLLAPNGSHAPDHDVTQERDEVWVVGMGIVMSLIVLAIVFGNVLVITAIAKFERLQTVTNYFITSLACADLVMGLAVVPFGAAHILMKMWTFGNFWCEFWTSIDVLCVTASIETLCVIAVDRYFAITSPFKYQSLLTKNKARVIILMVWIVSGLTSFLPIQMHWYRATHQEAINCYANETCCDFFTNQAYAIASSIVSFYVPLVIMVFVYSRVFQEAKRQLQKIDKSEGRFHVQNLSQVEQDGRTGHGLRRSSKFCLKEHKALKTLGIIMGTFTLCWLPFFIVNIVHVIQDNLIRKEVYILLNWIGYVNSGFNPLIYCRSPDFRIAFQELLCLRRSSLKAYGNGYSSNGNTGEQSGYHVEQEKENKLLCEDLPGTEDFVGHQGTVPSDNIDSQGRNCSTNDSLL
Starred values were filed as active, the others as inactive; ? = inconclusive; . = not tested or not shown; [ ] = another dose, or the depositor's remark. Unless noted, the call rests on the fitted dose curve; in most records, active means well fitted curve in the direction sought with a large enough effect; inconclusive means small, poorly fitted or top-dose-only effect, or another doubt; inactive means no such curve, though single readings can be large; an effect the other way counts as inactive or inconclusive.

SMILES	TCR activator	ELG1 DNA repair	TRPV1 ag	AT treatment	CXXC DNA block	p53 reactivation	PTAP TSG101 blk	Integrin act MD	BRCA1 expr up	B2AR arrestin
COc1cccc(CNC(=O)c2cccc(NC3=NC4CS(=O)(=O)CC4S3)c2)c1 (configuration not stated)	3%	-4%	0	8%	.	11%	0%	-14%	22%	-0.2%
Cc1ccnc(N2CCC(C(=O)Nc3ccc4c(c3)OCCO4)CC2)n1	0%	10%	1	0%	-6%	1%	-1%	-15%	38%	-0.3%
O=C(Nc1nnc(-c2ccncc2)o1)c1ccc2ccccc2c1	5%	-5%	-5	5%	-5%	18%	-3%	-10%	1%	0.1%
CCCCCCOc1ccc(/C(N)=N/O)cc1	-1%	?	2	6%	2%	21%	-5%	8%	7.1µM*	0.2%
CC(C)(C)C1CCc2[nH]c3ccccc3c(=O)c2C1 (configuration not stated)	-1%	?	14	-1%	-2%	?	-2%	18%	91%	-0.8%
CCN1CCCC1CNC(=O)C(=O)Nc1ccc(OC)cc1 (configuration not stated)	.	19%	4	11%	2%	12%	-4%	0%	24%	0.1%
COc1cc(C(=O)N2CCN(Cc3ccc4c(c3)OCO4)CC2)c([N+](=O)[O-])cc1OC	5%	-13%	3	3%	0%	4%	-12%	6%	3%	3.2%
Cc1c(N)cc2c(c1N)C(C)(C)CC2(C)C	2%	.	.	.	.	.	-2%	15%	-16%	.
Cc1ccc(NC2CCCN(C(=O)c3ccc4nccnc4c3)C2)cc1C (configuration not stated)	-1%	14%	0	7%	-5%	-6%	0%	10%	4%	-0.8%
C/C(=N\OCC(=O)OCC(=O)NC(=O)c1ccc(OC(F)F)cc1)c1ccc2c(c1)OCO2	0%	10%	-1	-1%	.	0%	0%	7%	9%	-1.9%
Fc1ccc(/C=N/NC2=Nc3cccc4cccc2c34)cc1	-5%[46.1 µM]	?	?	-10%	9%	46%	9%	18%	-27%	-0.4%
COc1ccc(NC(=O)c2ccccc2OCc2c(C)noc2C)cc1OC	-16%	2%	9	8%	-1%	-11%	-1%	12%	-6%	-0.3%
COC(=O)c1ccc(NC(=S)NC(=O)c2c(Cl)cnn2C)cc1	10%[46.1 µM]	1%	-19	11%	9%	-9%	5%	0%	31%	4.3%
O=C(O)C1CCN(S(=O)(=O)c2ccc(N3CCOCC3)c([N+](=O)[O-])c2)CC1	-1%	-13%	1	7%	-5%	-1%	2%	16%	1%	0.2%
COc1ccc(S(=O)(=O)NCC2CCCN(C(=O)c3ccco3)C2)cc1 (configuration not stated)	-7%	1%	-1	-1%	-4%	-4%	0%	-9%	-6%	-1.8%
CC(=O)CSc1ccc(-c2nc3ccccc3[nH]2)cn1	-4%	?	22	25%	-6%	12%	0%	-6%	-1%	-0.2%
O=C(NNC(=S)Nc1ccccc1Cl)C1CC1	-5%[46.1 µM]	19%	-5	2%	7%	1%	-1%	19%	5%	0.0%
Cc1cc(C)c(C)c(S(=O)(=O)N2CCN(CC(=O)c3c(N)n(Cc4ccccc4)c(=O)n(C)c3=O)CC2)c1C	-2%[46.1 µM]	?	-5	.	-8%	-1%	-2%	-2%	-75%	-0.2%
CCN(CC)S(=O)(=O)c1ccc(OC)c(NC(=O)C2CC(=O)N(c3ccc(C)cc3)C2)c1 (configuration not stated)	-3%	-20%	-2	1%	5%	-1%	-7%	-7%	-28%	7.1%
CCOC(=O)CCc1c(C)c(C#N)c2nc3ccccc3n2c1-n1ccnc1	3%	4%	-1	-8%	-5%	0%	-3%	10%	-3%	0.5%
CN1CCN(CCOCCOc2c(Cl)cc(Cl)cc2Cl)CC1	12%	.	.	.	.	.	-5%	-27%	-31%	.
O=C1CCC/C(=N/NC(=O)c2cc(NS(=O)(=O)c3cccs3)cc(NS(=O)(=O)c3cccs3)c2)C1	-4%	5%	0	-11%	1%	1%	4%	27%	3%	-0.1%
Cc1nc(C(=O)NNC(=O)c2ccccc2Cl)c(C(F)(F)F)o1	-5%	-15%	5	-2%	2%	1%	1%	-21%	-6%	0.0%
C=CCSC1=C(C#N)C(c2ccccc2OCC)C(C#N)C(=O)N1 (configuration not stated)	-3%	7%	-3	1%	0%	-4%	0%	-1%	5%	-0.3%
COc1cc(NC(=O)Nc2cccc(Cl)c2)c(OC)cc1NC(=O)CN1CCCCC1	2%	-14%	18	-1%	16%	-15%	-2%	-54%[inhibitor]	-88%[inhibitor]	4.1%

BRCA1 expr up: entries above that show a hit
SMILES | TCR activator | TRPV1 ag | CXXC DNA block | p53 reactivation | PTAP TSG101 blk | Integrin act MD | BRCA1 expr up | B2AR arrestin
CCCCCCOc1ccc(/C(N)=N/O)cc1 | -1% | 2 | 2% | 21% | -5% | 8% | 7.1µM* | 0.2%

(more compounds)
SMILES	TCR activator	ELG1 DNA repair	TRPV1 ag	AT treatment	CXXC DNA block	p53 reactivation	PTAP TSG101 blk	Integrin act MD	BRCA1 expr up	B2AR arrestin
CC(C)[C@H](NC(=O)OCc1ccccc1)C(=O)OCC(=O)NC1CCCCC1	-5%	?	17	.	-6%	2%	-4%	5%	1%	-0.3%
Cn1cnnc1SCC(=O)Nc1ccc2c(c1)CCC2	-1%	?	-8	2%	3%	17%	-3%	27%	49%	0.1%
NS(=O)(=O)c1ccc(CCNC(=O)C(=O)C2C(=O)Nc3ccccc32)cc1 (configuration not stated)	-1%	5%	0	5%	-3%	0%	1%	0%	2%	-0.9%
NC(=O)c1ccc(NC(=O)CSc2nnc(-c3ccncc3)n2Cc2ccco2)cc1	5%	1%	1	3%	-11%	1%	-4%	11%	1%	-0.7%
C=CCC(=O)OCCCCCCOc1ccc(C(=O)O)cc1	.	18%	7	16%	-4%	9%	-5%	19%	46%	-0.4%
O=C(Cc1ccccc1)Nc1ccc(NC(=O)c2cccc(Cl)c2)cc1	5%[46.1 µM]	?	1	0%	13%	3%	-4%	-35%	-15%	0.3%
Nn1c(SCC(=O)Nc2ccc3c(c2)OCO3)nncc1=O	-7%	-2%	-2	1%	6%	3%	-1%	3%	-23%	0.2%
Clc1ss/c(=N\c2ccccn2)c1Cl	0%	6%	9	1%	8%	?	-5%	-44%[inhibitor]	-22%	-0.4%
COc1ccc(C2c3c(oc4ccc(Cl)cc4c3=O)C(=O)N2CCN2CCOCC2)cc1 (configuration not stated)	-19%	0%	0	0%	-1%	-2%	-4%	-3%	-11%	0.3%
CCOc1ccc(NC(=O)CSc2ccc3nnc(-c4cccnc4)n3n2)cc1	-3%	-4%	-7	2%	11%	-3%	-5%	-17%	-7%	-0.7%
CC(=O)OC(COc1ccc(F)cc1)Cn1cnc2ccccc21 (configuration not stated)	-2%	10%	-1	3%	-2%	18%	0%	-50%[inhibitor]	1%	0.1%
Cc1ccc(C)c(N2CCN(C(=O)CCc3nc(-c4ccc(F)cc4)no3)CC2)c1	-6%[46.1 µM]	18%	.	8%	.	14%	-11%	0%	-13%	-0.3%
O=C(NNC(=O)c1ccccc1F)c1ccc(Cl)c(S(=O)(=O)N2CCOCC2)c1	2%	3%	3	7%	.	?	-6%	5%	13%	-0.1%
COc1ccc(S(=O)(=O)N(CC(=O)N2CCOCC2)c2cc(Cl)ccc2OC)cc1OC	.	-14%	8	3%	-2%	-5%	-5%	9%	2%	-0.3%
O=C(Nc1ccc2c(c1)OCO2)c1c(Cl)nc2sccn12	-7%	?	20	9%	-1%	20%	-3%	28%	109%	0.1%
C=CCOc1cccc(C2/C(=C(\O)c3ccc(F)cc3)C(=O)C(=O)N2CCN(C)C)c1 (configuration not stated)	-7%	-6%	0	-4%	-1%	1%	-2%	14%	5%	-0.6%
COc1cccc(-c2cccc(NC(=O)C3CCN(Cc4cnn(C)c4)CC3)c2)c1	-15%	1%	5	6%	2%	?	-2%	9%	-22%	-0.6%
COc1cc2c(cc1OC)C(C)N(C(=O)Cc1ccc(C(F)(F)F)cc1)CC2 (configuration not stated)	-4%	-13%	?	-4%	49%[activator]	-4%	3%	-12%	-17%	-0.1%
CCOC(=O)C1CCN(C(=O)c2cc(S(=O)(=O)N3CCCCC3)ccc2C)CC1	3%	3%	7	-7%	0%	.	2%	22%	-29%	2.6%
COC(=O)c1ccccc1-c1ccc(/C=N/NC(N)=O)o1	-3%	17%	-3	?	-6%	-4%	9%	31%	-22%	-0.2%
O=C(NCc1ccc2c(c1)OCO2)c1cccc(N2CCCC2=O)c1	5%	1%	0	.	-1%	-1%	-4%	-12%	0%	0.8%
CC1(C)OC(=O)N(NCc2ccccc2)C1(C)O (configuration not stated)	4%	-8%	-4	-27%	?	7%	-4%	?	-29%	3.6%
Cc1cc(C)c(C(=O)N(C)CC2CCCN(CCc3ccccc3F)C2)o1 (configuration not stated)	-1%	-16%	15	3%	-5%	16%	.	-42%[inhibitor]	-19%	-1.9%
O=S(=O)(NCc1ccc(F)cc1)c1ccc(-n2cnnn2)cc1	2%	23%	5	14%	7%	5%	-7%	-5%	10%	0.0%
